Source: PubChem (MTDP)
RNase H inhibition: RNase H inhibition, HIV 1 Gag Pol polyprotein, FRET biochemical assay, screening (AID 372). one-dose inhibition, % at 10 µM; IC50 in µM for titrated hits. HIV-1 RT RNase H, FRET RNA/DNA substrate fluorescence; higher % means a stronger effect. 0.77% of 100,000 active; in the data active means inhibition above about 50%
The depositor's hits bear a star. An excerpt; count on the stated rates, not on these rows.

SMILES | RNase H inhibition
CC1=C(C(=O)OC2CCCCC2)C(c2cccc(O)c2)C2=C(CC(C)(C)CC2=O)N1 (stereo unspecified) | 4%
O=C1/C(=C\c2cccc(Cl)c2)SC(=S)N1Cc1ccccc1 | 23%
CC(C)Cc1ccc(/C(CCCC(=O)O)=N\O)s1 | 4%
Cc1cc([N+](=O)[O-])ccc1NC(=O)c1cc2ccccc2o1 | 5%
CN(C(=O)C12CC3CC(CC(C3)C1)C2)C1CCS(=O)(=O)C1 (stereo unspecified) | 6%
Cc1c(Cc2ccccc2)c(=O)oc2cc(OS(C)(=O)=O)ccc12 | 10%
Cc1cccc(N2C(=O)C3C4C=CC(C4=C4C5CC6CC(C5)CC4C6)C3C2=O)c1 (stereo unspecified) | 0%
COc1ccc(C2OCC3(CO2)SC2=NCN(C)CN2C3=O)cc1OC (stereo unspecified) | 9%
CCOC(=O)/C(C#N)=C/c1ccc(-c2ccc([N+](=O)[O-])cc2Br)o1 | 11%
C=CCNC(=O)C(=O)Nc1ccc(C)cc1 | 1%
COc1ccc(S(=O)(=O)N(CC(=O)Nc2ccc(Br)cc2)c2ccc(C)cc2)cc1OC | 4%
O=c1/c(=C\c2ccc(F)cc2)sc2nc(-c3ccc(Cl)cc3Cl)nn12 | 0%
C/C(=N/NC(N)=S)c1cc(C(C)(C)C)cc2c1CCC2(C)C | 4%
Cc1c(NC(=O)c2ccc(CSc3ccc(Cl)cc3)cc2)c(=O)n(-c2ccccc2)n1C | 1%
CCOc1ccc(C2=C(/C=C3\SC(=S)NC3=O)C(c3ccccc3)c3ccccc3O2)cc1 (stereo unspecified) | 0%
CCOC(=O)c1c(C)nc(C)c(C(=O)OCC)c1-c1ccccc1Cl | 2%
CCC(Oc1ccccc1)C(=O)Nc1c(F)c(F)c(F)c(F)c1F (stereo unspecified) | 0%
Cc1ccsc1C1C(C#N)=C(N)SC(N)=C1C#N | 0%
COc1ccc(OC)c(S(=O)(=O)n2cnc3cc(C)c(C)cc32)c1 | 4%
CC(C)(C)c1ccc(S(=O)(=O)N/N=C/c2cc(Br)ccc2O)cc1 | 1%
O=C(Nc1nc2ccc3ccccc3c2s1)c1ccc(Cl)cc1 | 54%*
CCCCCCCCS(=O)c1sc2nc(C)cc(C)c2c1N (stereo unspecified) | 0%
CC(=O)Oc1ccc(N(C(C)=O)S(=O)(=O)c2ccc(Cl)cc2)cc1 | 15%
O=C1NC(c2ccc(Br)cc2)/C(=C(\O)c2ccccc2)C1=O (stereo unspecified) | 5%

Part of the list above, as labelled records.
> CC(C)(C)c1ccc(S(=O)(=O)N/N=C/c2cc(Br)ccc2O)cc1
  RNase H inhibition: 1%

> COc1ccc(OC)c(S(=O)(=O)n2cnc3cc(C)c(C)cc32)c1
  RNase H inhibition: 4%

> CCC(Oc1ccccc1)C(=O)Nc1c(F)c(F)c(F)c(F)c1F (stereo unspecified)
  RNase H inhibition: 0%

Remaining list, next part.
SMILES | RNase H inhibition
CCOC(=O)COc1c(I)cc(/C=C2\C(=O)NC(=O)N(c3ccc(C)cc3)C2=O)cc1OCC | 17%
CC1=CC(=C2N=C(c3ccccc3)OC2=O)C=C(C)O1 | 7%
Cc1cc(Br)cc(C)c1NC(=S)NC(=O)c1cccc([N+](=O)[O-])c1 | 22%
CCOC(=O)COc1ccc(/C=N\n2cnnc2)cc1OC | 0%
CC(C)c1ccccc1NC(=O)c1ccccc1Br | 9%
O=C1N=c2ccccc2=C1c1sc(=O)n(-c2cccc(O)c2)c1O | 4%
CCOC(=O)C1=C(C)N=c2s/c(=C\c3cc(Br)c(OCc4ccc(Cl)cc4)c(OC)c3)c(=O)n2C1c1ccccc1 (stereo unspecified) | 17%
CC(C)CC(=O)Nc1nc(-c2ccc3ccccc3c2)cs1 | 15%
Cc1ccc(N(Cc2c(O)ccc3ccccc23)C(=O)c2cccc([N+](=O)[O-])c2)cc1 | 13%
CCc1ccc2oc(-c3cc(NC(=O)c4cccc(OC)c4)ccc3O)nc2c1 | 1%
O=C(NCC1CCCO1)c1cccs1 (stereo unspecified) | 1%
COc1ccc(C(C)NC(C)=O)cc1OC (stereo unspecified) | 0%
COc1ccccc1CN1CCN(Cc2c[nH]c3ccccc23)CC1 | 10%
O=C(N/N=C/c1ccc(O)cc1)C(=O)N/N=C/c1ccc(O)cc1 | 5%
CC(=O)c1c(N2CCCCC2)nc(=S)n(-c2ccccc2)c1C | 3%
COc1cc(NS(=O)(=O)c2ccc(Cl)cc2)cc(OC)c1 | 12%
COc1ccc(/C=C2\CCc3cc(OC)ccc3C2=O)cc1 | 29%
CCc1ccccc1NC(=O)C1COc2ccccc2O1 (stereo unspecified) | 18%
Cc1cc(O)ccc1N=Cc1cc(Br)cc(Br)c1O | 2%
Cc1cc(C(=O)Nc2ccc(Br)cc2)ccc1[N+](=O)[O-] | 19%
Cc1cccc(C(=O)Nc2ccc(-c3ccc(NC(=O)c4cccc(C)c4)c(Cl)c3)cc2Cl)c1 | 3%
Cc1cc(C)c2oc(-c3ccc(C)c(NC(=S)NC(=O)c4cccc(F)c4)c3)nc2c1 | 0%
N#Cc1ccccc1N=Cc1cc([N+](=O)[O-])ccc1Cl | 17%
Brc1ccccc1-c1nc2ccccc2[nH]1 | 4%
COC(=O)c1ccc(NC(=O)/C=C/c2ccc(C(C)C)cc2)cc1 | 4%
O=c1oc2c(CN3CCOCC3)c(O)ccc2cc1-c1nc2ccccc2s1 | 0%
Cc1ccc(C(=O)Nc2ccc(O)c(-c3nc4ccccc4o3)c2)cc1[N+](=O)[O-] | 13%
NC1=NC(=O)/C(=C\c2ccccc2Cl)S1 | 6%
COc1ccc(NC(=O)/C(C#N)=C\c2ccc(C(=O)O)cc2)cc1 | 4%
Cc1ccc(OCCCNC(C)(C)C)c(C)c1 | 10%
O=C(NC(=S)N1CCCc2ccccc21)c1ccc([N+](=O)[O-])cc1 | 15%
O=C(CCCN1C(=O)/C(=C\c2cccs2)SC1=S)Nc1ccc(C(=O)O)c(O)c1 | 15%
Cc1ccc(C(=O)Nc2sc3c(c2C(N)=O)CCCCCC3)cc1 | 32%
Cc1[nH]n(-c2ccc([N+](=O)[O-])cc2)c(=O)c1C=NC1CCCC1 | 9%
CCOc1ccccc1NC(=O)CN(c1ccc(C)cc1)S(C)(=O)=O | 0%
COc1cccc(-c2csc(/C(C#N)=C\Nc3ccc(C)c(C)c3)n2)c1 | 11%

Four entries from above in a different format.
Structure	RNase H inhibition
CC(C)CC(=O)Nc1nc(-c2ccc3ccccc3c2)cs1	15%
COc1ccc(OC)c(S(=O)(=O)n2cnc3cc(C)c(C)cc32)c1	4%
C/C(=N/NC(N)=S)c1cc(C(C)(C)C)cc2c1CCC2(C)C	4%
N#Cc1ccccc1N=Cc1cc([N+](=O)[O-])ccc1Cl	17%

More results
SMILES | RNase H inhibition
CC(C)c1ccc2[nH]c3c(c2c1)CCC/C3=N/N=C/c1ccncc1 | 9%
CCCOC(=O)c1ccc(NC(=O)COc2ccc(Cl)cc2C)cc1 | 0%
CCC(C)c1ccc(NS(=O)(=O)c2c(C)cc(C)cc2C)cc1 (stereo unspecified) | 18%
CCOc1ccccc1C1Nc2ccccc2NC2=C1C(=O)CC(c1ccc3c(c1)OCO3)C2 (stereo unspecified) | 25%
Cc1ccc(NC(=O)/C(=C\c2ccc(C)o2)NC(=O)c2ccccc2Cl)cc1 | 7%
c1cnc(Nc2nc(-c3cccs3)cs2)nc1 | 10%
CCOC(=O)C1=C(C)N=c2s/c(=C\c3cccc([N+](=O)[O-])c3)c(=O)n2C1c1c(OC)ccc2ccccc12 (stereo unspecified) | 14%
Cc1cccc(/C=C2/SC(=S)N(Cc3ccccc3)C2=O)c1 | 7%
CC(CNC(=O)c1cccs1)c1ccccc1 (stereo unspecified) | 1%
COc1ccc(/C=C(\NC(=O)c2ccccc2)C(=O)Nc2cccc(Br)c2)cc1OC | 10%
COc1ccc(C2NC(=S)NC(C)=C2C(=O)Nc2ccc(C)c(Cl)c2)cc1 (stereo unspecified) | 10%
CCN(CC)CCCNC(=O)c1ccc(OC)c([N+](=O)[O-])c1 | 7%
COc1cc(OC)cc(C(=O)Nc2sc3c(c2C(N)=O)CCCCC3)c1 | 3%
CC12CCC(C(=O)N(CNc3ccccc3)C1=O)C2(C)C (stereo unspecified) | 0%
O=c1cnnc(N/N=C/c2ccc(Br)cc2)[nH]1 | 8%
N#CC1=C(N)OC2=C(C(=O)CCC2)C1c1ccc2c(c1)OCO2 (stereo unspecified) | 7%
Cc1cc(C)c(N2C(=O)c3ccccc3C2=O)c([N+](=O)[O-])c1 | 16%
COc1ccc(C2CC(=O)C3=C(C2)NC(C)=C(C#N)C3c2ccc(Br)cc2)cc1 (stereo unspecified) | 12%
COc1ccc(C(=O)Nc2ccc(I)cc2C)cc1 | 0%
COc1cc(/C=N/Nc2nc(Nc3ccc(C)cc3)nc(N3CCC(Cc4ccccc4)CC3)n2)ccc1OCc1ccc(Cl)cc1Cl | 10%
Cc1ccc(C)c(OCCOCCN2CCOCC2)c1 | 8%
COc1ccc(-c2cc(-c3ccc(C)cc3)nc(N3CCOCC3)n2)c(OC)c1 | 43%
CCOC(=O)c1[nH]c(=O)[nH]c1CSc1nnc(C)c(=O)[nH]1 | 6%
CCc1c(C#N)c(N)[nH]c(=S)c1C#N | 15%
Cc1ccccc1NC(=O)c1c(N)sc2c1CCCC2 | 44%
Cn1c(-c2ccc(C=O)s2)nc2c3ccccc3c3ccccc3c21 | 0%
CCc1ccc(O)c(NC(=S)NC(=O)COc2ccc(OC)cc2)c1 | 7%
CCC(=O)c1ccccc1NN1c2ccccc2C(=O)C1(C)OC (stereo unspecified) | 9%
CCOc1cccc(C2Nc3ccccc3NC3=C2C(=O)CC(c2ccc(Cl)cc2)C3)c1 (stereo unspecified) | 7%
Cc1cc(Cl)ccc1NC(=O)C(=O)NCc1cccnc1 | 0%
CC(C)(C)c1cc(C(=O)Nc2cccc(C(=O)O)c2)cc(C(C)(C)C)c1 | 15%
CCOc1ccccc1N(CC(=O)N1CCCC1)S(=O)(=O)c1ccccc1 | 12%
O=C1CC(NCCCc2ccccc2)C(=O)N1c1ccc(Cl)cc1 (stereo unspecified) | 8%
Cc1c(OCC(=O)C(C)(C)C)ccc2c1oc(=O)c1ccccc12 | 0%
CCc1ccccc1-n1c(C)cc(C=C2C(=O)NC(=S)NC2=O)c1C | 39%
Cc1ccc2sc(-c3ccc(NC(=O)CCN4C(=O)c5ccccc5C4=O)cc3)nc2c1 | 2%

Fetched one by one from above:
SMILES | RNase H inhibition
Cc1cc(Cl)ccc1NC(=O)C(=O)NCc1cccnc1 | 0%
Cn1c(-c2ccc(C=O)s2)nc2c3ccccc3c3ccccc3c21 | 0%
CCC(=O)c1ccccc1NN1c2ccccc2C(=O)C1(C)OC (stereo unspecified) | 9%
CCOc1cccc(C2Nc3ccccc3NC3=C2C(=O)CC(c2ccc(Cl)cc2)C3)c1 (stereo unspecified) | 7%
Cc1ccccc1NC(=O)c1c(N)sc2c1CCCC2 | 44%

(more compounds)
SMILES | RNase H inhibition
Cc1ccc(C(=O)/C=C/Nc2cc(Cl)ccc2C)cc1 | 4%
COc1cc(-c2noc(-c3ccc(C)cc3)n2)cc(OC)c1OC | 11%
CC1=CC(C)C(CNCCCN(C)C)C(C)C1 (stereo unspecified) | 10%
O=C(Nc1ccc(Cl)c(-c2nc3ccccc3o2)c1)c1cccc(Cl)c1 | 12%
O=C1NC(=S)N(c2ccc(Cl)cc2)C(=O)/C1=C/c1cc(Br)ccc1O | 1%
C=CCc1cccc(/C=N\N2CCN(c3ccccc3)CC2)c1O | 5%
Cc1n(C)c2cccnc2[n+]1C | 2%
O=C1NN(c2ccccc2)C(=O)/C1=C/c1c(Cl)cccc1Cl | 6%
CC(/C=C/C=C/c1ccccc1)=N\NC(=O)c1ccccn1 | 1%
Cc1ccc(NC(=O)CSCc2ccccc2C)cc1 | 0%
COc1ccc(Br)cc1C(=O)Nc1ccc(Cl)cc1Cl | 32%
COCCCNC(=O)CN(c1ccc(Cl)cc1)S(=O)(=O)c1ccccc1 | 0%
O=C1C=C(N2CCN(C(c3ccccc3)c3ccccc3)CC2)C2(CCCCC2)O1 | 13%
O=C(Nc1c(C(=O)N2CCCCC2)cnn1-c1ccccc1)c1cccc(F)c1 | 4%
Cc1nc(SCC(=O)Nc2nnc(-c3ccccc3)s2)n[nH]1 | 0%
O=C(COc1ccccc1)Nc1ccc(O)c(-c2nc3ccccc3o2)c1 | 15%
NC(=O)c1c(NC(=O)c2ccccc2[N+](=O)[O-])sc2c1CCCCCC2 | 7%
COc1cccc(/C=N/N2CCN(Cc3ccccc3Cl)CC2)c1 | 2%
O=C(Nc1ccc(-c2nc3ccc(-c4nc5ccc(NC(=O)c6cccc7ccccc67)cc5[nH]4)cc3[nH]2)cc1)c1cccc2ccccc12 | 40%
CN(C)CCCNC(=O)Cc1ccc(Cl)cc1 | 0%
CCCc1c(C)[nH]c2c(OC)cccc2c1=O | 0%
Cc1c(Cl)cccc1-c1ccc(C(=O)O)o1 | 13%
O=C(/C=C/c1ccc(-c2ccccc2Cl)o1)c1ccc(F)cc1 | 47%
COc1ccc(-c2nc3cc(NC(=O)COc4ccc([N+](=O)[O-])cc4)ccc3o2)cc1Br | 11%
CC(=O)C1=C(O)C(=O)N(c2ccccn2)C1c1ccc([N+](=O)[O-])cc1 (stereo unspecified) | 0%
CC1CCCC(C)N1CC(O)COCc1ccc2c(c1)OCO2 (stereo unspecified) | 4%
CS(=O)(=O)N1CCN(Cc2ccccn2)CC1 | 0%
O=C1c2ccccc2C(=O)N1CCSc1nnc(-c2ccncc2)n1-c1ccccc1 | 33%
COc1ccc2c(c1)c(=O)oc1cc(OCc3cccc(C(F)(F)F)c3)ccc12 | 12%
CCCc1nc(N)c(C#N)c(-c2ccc(Cl)cc2)c1CC | 20%
CCCC(=O)C1=C(C(=O)OC)C(C)(C)C/C1=N/OCC | 11%
C=C1CC(OC(=O)CC)C(C)(C)CC2=C(C)CCC12 (stereo unspecified) | 2%
